# Screening results (PubChem)
# USP2a inh = inhibitors of human ubiquitin-specific protease USP2a; Potency, µM (highest dose often 38.3 µM), inactives show at the highest dose activity change, negative = inhibition, usual class: inhibitors; USP2 core, Ub-CHOP2 coupled fluorogenic reporter, 485/531; hit rate 0.01% among 330,000; O75604;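 note: potency is the fitted concentration of half-maximal effect; plate controls were DMSO wells for no effect and full inhibition by NEM control for full effect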
#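 Deubiquitinase activity read as fluorescence (485/531 nm) after Ub-CHOP2 cleavage activates the enterokinase reporter on its substrate; USP2 core 10nM, Ub-CHOP2 and substrate 25nM each, 30min compound preincubation then 60min RT; data normalized to NEM, curves fitted.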
# B2AR arrestin = recruits beta-arrestin to the human beta2-adrenergic receptor; P07550; beta-arrestin recruitment to beta2AR, cell-based reporter; Potency, µM (highest dose often 46.1 µM), inactives show at the top dose activation, usual class: activators; hit rate 0.02% among 330,000; AID 492947;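 note: potency is the fitted concentration of half-maximal effect; 0% = DMSO controls and full agonism = EC100 isoproterenol or metaproterenol; nearly all actives have a fitted effect of over 65% in size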
# Target sequence (P07550 whole entry, looked up): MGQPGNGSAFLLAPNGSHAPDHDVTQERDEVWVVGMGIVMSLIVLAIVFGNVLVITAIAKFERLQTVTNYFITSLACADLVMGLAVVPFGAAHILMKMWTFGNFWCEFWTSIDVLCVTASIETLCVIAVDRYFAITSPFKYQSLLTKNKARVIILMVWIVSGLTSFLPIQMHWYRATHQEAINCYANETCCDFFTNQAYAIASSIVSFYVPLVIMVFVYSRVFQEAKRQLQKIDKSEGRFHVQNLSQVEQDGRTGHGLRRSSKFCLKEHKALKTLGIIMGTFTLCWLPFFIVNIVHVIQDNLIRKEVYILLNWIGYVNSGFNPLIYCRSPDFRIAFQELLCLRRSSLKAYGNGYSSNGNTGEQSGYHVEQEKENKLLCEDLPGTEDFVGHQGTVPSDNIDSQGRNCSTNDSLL
# uPA generation = cell surface uPA generation inhibition; cell surface uPA generation assay, qHTS; Potency, µM (titrated, usually from 38.3 µM), for the others: top-dose activity change, negative = inhibition, actives largely listed as inhibitors; hit rate 0.31% among 330,000; active = well fitted inhibition curve with a large enough effect; inconclusive = small, poorly fitted or top-dose-only effect; inactive = no such curve, though single readings can be large or run the other way; tested in mouse RAW 264.7 cells; note: potency is the fitted concentration of half-maximal effect; % is set by controls: 0 for no effect and ±100 for the full control effect; nearly all actives have a fitted effect of over 55% in size
# BRCA1 expr act = activators of BRCA1 expression; MCF7-BRCA1-FFLuc reporter, luminescence, 48 h; response scale: scaled: vehicle 0%, 10 µM genistein 100%; Potency, µM (titrated, usually from 46.1 µM), without a hit: top-dose activation, actives largely listed as activators; hit rate 1.1% among 380,000; note: potency is the fitted concentration of half-maximal effect; nearly all actives have a fitted effect of over 80% in size; some results filed as inactive show a strong effect at the top dose
#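 48 h compound treatment of MCF7-BRCA1-FFLuc cells (phenol-red free MEM, 37 °C), then 15 min with luciferase substrate and luminescence imaging.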
# p53 reactivation = re-activators of mutant p53; H1299 p53-A138V BP100-luciferase reporter, luminescence, 24 h; Potency, µM (doses to about 92.2 µM), inactives show at the highest dose activity change, positive = activation, hits mostly activators; hit rate 0.063% among 320,000; AID 504706; note: potency is the fitted concentration of half-maximal effect; % of control where 0% means no effect; nearly all actives have a fitted effect of over 45% in size
#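 p53-null H1299 cells stably carrying temperature-sensitive p53-A138V and a BP100-luciferase reporter were pinned with compounds (4-point, 1:5 series) and held 24 hrs at 37 deg C. Luminescence was read 10 min after detection reagent.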
# TRPV1 agonist = activates the human vanilloid receptor TRPV1. hit rate 0.19% among 320,000. TRPV1-expressing cells, Fluo-8 calcium influx, agonist mode. activation, % at 8.33 µM. AID 540275. Q8NER1; in the data active = activation above about 80%; inconclusive = between about 30% and that limit; note: 0% is about no effect
#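 Fluo-8 calcium influx in TRPV1-expressing cells, kinetic read (ex 480/em 520 nm). Compound added and read 3 min for agonist activity, followed by capsaicin at EC20 final and 2 min further read for enhancement.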
# Integrin act MD = integrin-mediated muscular dystrophy alleviation activation | Potency, µM (top dose mostly 38.3 µM), for the others: at the highest dose activation, hits mostly activators | alpha7betagal myoblasts, beta-gal FDG fluorescence, 48 h | hit rate 0.064% among 350,000;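 note: potency is the fitted concentration of half-maximal effect; 100% = response of the positive control SU9516; nearly all actives have a fitted effect of over 60% in size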
#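 alpha7betagal+/- myoblasts (passage 13, 250/well) treated 48 h at 37C with compounds at 1:260 dilution of DMSO stock. Lysed, then beta-galactosidase activity read as FDG fluorescence (ex 480/em 540) after 30 min, with pre-read for autofluorescence.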
# ELG1 genotox = inducers of genotoxicity in HEK293T ELG1-luciferase cells | HEK293T ELG1-luciferase reporter, luminescence, 16 h | Potency, µM (highest dose often 46 µM), without a hit: at the top dose activity change, positive = activation, most hits filed as activators | hit rate 1.3% among 330,000 | AID 504466; note: potency is the fitted concentration of half-maximal effect; % of control where 0% means no effect; nearly all actives have a fitted effect of over 60% in size
#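 16 hr compound incubation (37 °C, 5% CO2) of HEK293T cells carrying luciferase-tagged ELG1; luciferase then measured by ONE-Glo luminescence after 30 min at RT.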
# PTAP TSG101 blk = blocks PTAP/TSG101 interaction to inhibit HIV-1 budding; Potency, µM (top dose mostly 115 µM), for inactives: at the highest dose activity change, negative = inhibition, usual class: inhibitors; AID 493005; 340,000 tested, under 10 active; Fluorescence polarization, FITC-PTAP peptide / Tsg101 binding; Q99816; active = well fitted inhibition curve with a large enough effect in the main read-out, with a control signal flat, not every such curve was filed as active; inconclusive = small, poorly fitted or top-dose-only effect, or effect the other way, or a change in a side signal; inactive = no such curve, though single readings can be large or run the other way; note: potency is the fitted concentration of half-maximal effect; % of control where 0% means no effect
# Target sequence (Q99816 whole entry, looked up): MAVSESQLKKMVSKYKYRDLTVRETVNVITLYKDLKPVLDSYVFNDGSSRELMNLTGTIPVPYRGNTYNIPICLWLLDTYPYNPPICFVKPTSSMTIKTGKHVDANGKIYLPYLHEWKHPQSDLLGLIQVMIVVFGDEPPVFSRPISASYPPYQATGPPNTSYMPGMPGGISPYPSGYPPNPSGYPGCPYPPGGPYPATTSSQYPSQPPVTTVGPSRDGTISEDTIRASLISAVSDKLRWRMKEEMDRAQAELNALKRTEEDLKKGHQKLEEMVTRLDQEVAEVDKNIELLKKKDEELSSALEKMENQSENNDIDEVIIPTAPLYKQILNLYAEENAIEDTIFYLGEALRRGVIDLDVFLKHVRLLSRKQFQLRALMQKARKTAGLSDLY
#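 FP read-out: FITC-PTAP peptide, 50 nM final, binding Tsg101 binding domain, 10 uM final; 20 min, r.t.; 10 mM HEPES pH 7.5, 0.15 M NaCl, 0.01% Tween 20, 3 mM EDTA, 0.1 mM TCEP.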
# Eya2 phos inh = blocks the phosphatase activity of human Eya2; O00167; recombinant Eya2, OMFP fluorescence dephosphorylation (OMFP is methylfluorescein phosphate); Potency, µM (series often up to 76.9 µM), inactives show at the highest dose activity, negative = inhibition, actives largely listed as inhibitors; hit rate 0.006% among 330,000; AID 488837; note: potency is the fitted concentration of half-maximal effect; % is set by controls: 0 for no effect and ±100 for the full control effect
#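 Eya2 protein (added as 0.2 uM solution) was preincubated with compound for 10 min at ambient temperature in 50 mM HEPES pH 7.5, 50 mM NaCl, 5 uM MgCl2, 0.05% BSA, 1 mM DTT. OMFP (added at 50 uM) then reacted 10 min; fluorescence read at 485/525 nm.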
# ASM inhibitor = inhibitors of human secretory acid sphingomyelinase | P17405 | placental ASM, HMU-PC fluorogenic substrate, 60 min | Potency, µM (highest dose often 57.5 µM), for the others: at the highest dose activity change, negative = inhibition, actives largely listed as inhibitors | hit rate 0.006% among 340,000 | AID 504937; note: potency is the fitted concentration of half-maximal effect
#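 qHTS format. ASM enzyme prepared from human placenta hydrolyses the fluorogenic substrate HMU-PC0 (9 uM final) over 60 min at 37 °C after a 10 min compound preincubation.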
# An asterisk follows results filed as active; ? = inconclusive; / = not tested or not shown; [ ] = remark or other dose. Unless noted, calls come from the whole dose curve; as a rule, active = well fitted curve in the direction sought with a large enough effect; inconclusive = small, poorly fitted or top-dose-only effect, or another doubt; inactive = no such curve, though single readings can be large; an effect the other way counts as inactive or inconclusive.
SMILES,USP2a inh,B2AR arrestin,uPA generation,BRCA1 expr act,p53 reactivation,TRPV1 agonist,Integrin act MD,ELG1 genotox,PTAP TSG101 blk,Eya2 phos inh,ASM inhibitor
Cc1cc(C2=NNC(=NC3CC3)SC2)c(C)n1Cc1ccco1,-8%,-0.7%,-13%,-98%,-14%,2,-49%[inhibitor],18%,-6%,-8%,-4%
O=C(Nc1cccc(Cl)c1N1CCCC1)c1cc2ccccc2o1,0%,0.0%,9%,-3%,?,13,0%,1%,-5%,8%,-13%
O=C(O)c1cc(N/C(=N\S(=O)(=O)c2ccc(F)cc2)c2ccccc2)ccc1O,4%,-0.4%,2%,0%,3%,1,19%,-1%,-2%,12%,6%
CCOc1ccc(N=C2NN=C(c3cc(C)n(CC4CCCO4)c3C)CS2)cc1 (configuration not stated),2%,-0.3%,/,-4%,13%,1,0%,7%,-1%,11%,-2%
O=C(Oc1cccc2ccccc12)c1cc(Cl)nc2ccccc12,3%,-0.3%,0%,-6%,-4%,-2,8%,-1%,3%,-2%,-14%
Cn1c(CCc2ccccc2)nnc1SCC(=O)N1CCCC1,4%,-0.2%,-1%,15%,3%,1,-11%,8%,-8%,-23%,4%
O=S(=O)(c1ccccc1)C1(C2CC(c3ccccc3)=NO2)CC(O)C1 (configuration not stated),1%,0.1%,13%,2%,8%,-2,-5%,1%,-2%,-6%,1%
CCCCC(=O)Nc1cccc(C(C)O)c1 (configuration not stated),2%,0.2%,/,/,14%,1,/,-2%,/,-24%,/
CCCc1cnc(N2CCN(S(C)(=O)=O)CC2)nc1,-2%,-0.1%,-2%,?,7%,1,-20%,4%,0%,5%,3%
COc1c(C)cc(C(=O)C2CCCN(C(=O)CCCn3cncn3)C2)cc1C (configuration not stated),0%,-0.6%,1%,4%,-2%,12,38%,-1%,0%,10%,3%
NS(=O)(=O)c1ccc(CCNC(=O)c2ccc3c(c2)OCCO3)cc1,1%,-0.2%,1%,3%,5%,1,10%,2%,-3%,3%,4%
O=C1CCC([N+](=O)[O-])C(c2ccc(C(F)(F)F)cc2)N1 (configuration not stated),/,/,-6%,3%,/,/,12%,/,-1%,/,-2%
COc1ccccc1Oc1cc(F)nc(N)n1,-1%,0.6%,/,0%,1%,-4,-4%[7.66 µM],1%,-6%,4%,2%
O=C(Nc1ccc(CN2CCCCC2)cc1)Nc1ccccc1Cl,1%,-1.0%,-12%,7.1µM*,-5%,13,-36%,17%,-4%,-12%,6%
c1ccc2oc(-c3[nH]ncc3CN3CCC(N4CCSCC4)CC3)cc2c1,3%,-0.9%,2%,24%,-3%,5,-28%,-3%,-3%,-4%,-1%
CC(C)=CC(=O)N1CCC(N2CCC(C(=O)NCC3CCCO3)CC2)CC1 (configuration not stated),0%,-0.4%,2%,0%,32%,1,12%,5%,0%,-14%,19%
COC(=O)c1c(C(=O)OC)c2n(c1C)CCC2,-2%,-0.4%,-1%,-1%,-4%,-5,-3%[7.66 µM],0%,-4%,-4%,3%
COc1ccccc1Cn1c(=S)[nH]c2cc(C(=O)NCC3CCCO3)ccc2c1=O (configuration not stated),-3%,-0.3%,-3%,-26%,0%,-2,-11%,-10%,1%,5%,27%
CCc1onc(C)c1C(=O)Nc1cc(C)ccc1OC,2%,-0.1%,-6%,-63%,-3%,8,11%,2%,0%,1%,3%
Cc1nnc(Nc2ccc3c(c2)ncn3C)c2ccccc12,1%,-0.6%,1%,48%,7%,1,-62%[inhibitor],6%,-7%,4%,0%
CCCCOc1ccc(/C=C/C(=O)N(CC)CC(=O)Nc2ccc3c(c2)OCCO3)cc1OC,2%,0.2%,21%,-25%,-11%,3,11%,-10%,-2%,-12%,/
COc1ccc2oc(=O)c(C(=O)Nc3ccccc3-c3ccccc3)cc2c1,0%,0.1%,-11%,10%,-7%,3,7%,-6%,-2%,14%,2%
CCOc1c(C)cnc2c1c(=O)n(Cc1ccc(Cl)cc1)c(=O)n2C,3%,0.0%,7%,-5%,4%,1,17%,0%,0%,-2%,-2%
COC1(C)CC2C(CC1OC(=O)c1cc([N+](=O)[O-])cc([N+](=O)[O-])c1)C2(C)C (configuration not stated),2%,-1.1%,-1%,-14%,9%,7,-11%,-6%,-1%,1%,-4%
CC(=O)c1ccc(N2C(=O)[C@@H]3[C@H](C2=O)[C@H]2c4ccccc4C=NN2[C@@H]3C(C)=O)cc1,-8%,0.4%,-3%,0%,6%,0,?,-1%,-2%,4%,0%

# Copied from the list:
# Integrin act MD, COc1ccccc1Cn1c(=S)[nH]c2cc(C(=O)NCC3CCCO3)ccc2c1=O (configuration not stated) = -11%
# p53 reactivation, CCCc1cnc(N2CCN(S(C)(=O)=O)CC2)nc1 = 7%

# Reprinted at random: 2 entries already listed.
SMILES,USP2a inh,B2AR arrestin,uPA generation,BRCA1 expr act,p53 reactivation,TRPV1 agonist,Integrin act MD,ELG1 genotox,PTAP TSG101 blk,Eya2 phos inh,ASM inhibitor
COc1ccc2oc(=O)c(C(=O)Nc3ccccc3-c3ccccc3)cc2c1,0%,0.1%,-11%,10%,-7%,3,7%,-6%,-2%,14%,2%
COC1(C)CC2C(CC1OC(=O)c1cc([N+](=O)[O-])cc([N+](=O)[O-])c1)C2(C)C (configuration not stated),2%,-1.1%,-1%,-14%,9%,7,-11%,-6%,-1%,1%,-4%

# More results.
SMILES,USP2a inh,B2AR arrestin,uPA generation,BRCA1 expr act,p53 reactivation,TRPV1 agonist,Integrin act MD,ELG1 genotox,PTAP TSG101 blk,Eya2 phos inh,ASM inhibitor
COc1ccc(C)cc1NC(=O)c1nn(C)cc1Br,0%,0.2%,1%,-38%,-5%,?,15%,-4%,-10%,0%,-1%
COCCN(C(=O)CNC(=O)c1cccs1)C(C(=O)NC1CCCCC1)c1ccco1 (configuration not stated),-1%,-0.6%,3%,-6%,5%,2,2%,-3%,-5%,-3%,-2%
CN(C)CCn1c2c(c(SCC(=O)Nc3cccc(C(F)(F)F)c3)nc1=O)CCCC2,-1%,-0.3%,-28%,-16%,-4%,4,-18%,-5%,-1%,-15%,/
CN(C)c1nc(N)c([N+](=O)[O-])c(NCCO)n1,3%,-0.3%,-2%,4%,4%,-1,-2%,5%,0%,-5%,-2%
CN(C)N=Nc1nc2c(c(=O)n(C)c(=O)n2C)n1CC1CO1 (configuration not stated),2%,-0.6%,-11%,-33%,4%,-1,-20%,?,-3%,9%,1%
COc1ccc(OC)c(Nc2cc3ccccc3c(=O)[nH]2)c1,/,/,?,-57%,/,/,-21%,/,-2%,/,54%[activator]
O=C(N/N=C/c1ccc2c(c1)OCO2)c1cc(-c2ccc(F)cc2)nc2ccccc12,-3%,1.7%,?,-42%,29%,-3,-13%,1%,-1%,3%,103%
NC(=O)NC(CC(=O)NCCc1ccc(S(N)(=O)=O)cc1)c1ccccc1Cl (configuration not stated),2%,-0.6%,7%,-2%,1%,0,-23%,-4%,0%,9%,5%
Cc1cc2occ(CC(=O)NC3(C)CCS(=O)(=O)C3)c2cc1C (configuration not stated),-1%,-1.0%,6%,-3%,22%,10,17%,-4%,-2%,-3%,5%
CCC(=O)N1CCc2cc(S(=O)(=O)NCCC(=O)Nc3ccccc3C)ccc21,1%,-0.6%,7%,-6%,-6%,-1,12%,1%,-10%,15%,3%
O=C(NCC(=O)N1CCN(c2ncccn2)CC1)c1ccccc1OC(F)F,2%,-0.9%,8%,-17%,8%,/,9%,0%,-3%,1%,2%
CCCCc1ccc(NC(=S)N2CCN(c3ncccn3)CC2)cc1,-1%,-1.9%,1%,-16%,-1%,-4,-13%,-8%,-2%,?,-2%
CCOC(=O)c1[nH]cnc1C(=O)Nc1ccc([N+](=O)[O-])cc1,3%,-0.3%,-2%,-6%,1%,5,-14%,-3%,-6%,9%,-7%
Cc1noc(-c2ccc(C(F)(F)F)cc2)c1NC(=O)Nc1ccc(Cl)cc1,-2%,2.8%,-23%,-55%,-3%,?,23%,-12%,-2%,9%,-2%
CC1CN(c2c3c(nc4ncnn24)CCCC3)CC(C)O1 (configuration not stated),3%,-0.1%,0%,-13%,-1%,15,12%,-1%,-1%,0%,2%
COc1ccc(OCC(=O)OCC(=O)NC2CC2)cc1,-4%,0.4%,8%,10%,4%,1,?,2%,1%,4%,8%
Cc1nnc2ccc(-c3cccc(NS(=O)(=O)c4cc(F)ccc4F)c3)nn12,2%,0.2%,1%,-60%,-6%,-6,20%,2%,0%,14%,2%
Nn1c(Cc2cccc3ccccc23)nnc1SCC(=O)NCC1CCCO1 (configuration not stated),1%,0.1%,11%,-7%,2%,-4,21%,-3%,-11%,-1%,/
CCOC(=O)N1CCN(C(=O)C(=O)NN)CC1,2%,-0.1%,5%,-3%,3%,0,4%,6%,-7%,7%,-4%
